# Pf growth 96h – Primary qHTS for delayed death inhibitors of the malarial parasite plastid, 96 hour incubation | Potency, µM (highest dose often 28.7 µM), inactives show at the top dose activity change, negative = inhibition, most hits filed as inhibitors | 320,000 compounds, 6.9% hits | P. falciparum luciferase reporter growth, 96 h | AID 504834, 2011; also: potency is read from the fitted curve at half-maximal effect; % is scaled to controls: 0 for no effect and ±100 for the full control effect
#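 Readout is luminescence from an integrated firefly luciferase in P. falciparum. Red cells, 2% hematocrit and 0.05% parasitemia final, were cultured with compound through two parasite generations (96 hours) at 37 C, 5% CO2.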
# CHX counter – Cycloheximide Counterscreen for Small Molecule Inhibitors of Shiga Toxin. cell reporter, cycloheximide protein synthesis inhibition counterscreen. max response, %. 300,000 compounds, 12% hits; in the data active = max response mostly above about 13%, no sharp cut-off; inactive = mostly below about 14%; also: read at 38.3 µM for the half of the compounds with a filed dose; 0% is about no effect
# FBPA Giardia inh – qHTS Assay for Inhibitors of Fructose-1,6-bisphosphate Aldolase from Giardia Lamblia; A8B2U2; purified Giardia FBPA; Potency, µM (titrated, usually from 59.6 µM), for the others: at the highest dose activity, negative = inhibition, actives largely listed as inhibitors; 290,000 compounds, 0.71% hits; also: potency is read from the fitted curve at half-maximal effect; % is scaled to controls: 0 for no effect and ±100 for the full control effect; nearly all actives have a fitted effect of over 55% in size
# Target sequence (A8B2U2 whole entry, looked up): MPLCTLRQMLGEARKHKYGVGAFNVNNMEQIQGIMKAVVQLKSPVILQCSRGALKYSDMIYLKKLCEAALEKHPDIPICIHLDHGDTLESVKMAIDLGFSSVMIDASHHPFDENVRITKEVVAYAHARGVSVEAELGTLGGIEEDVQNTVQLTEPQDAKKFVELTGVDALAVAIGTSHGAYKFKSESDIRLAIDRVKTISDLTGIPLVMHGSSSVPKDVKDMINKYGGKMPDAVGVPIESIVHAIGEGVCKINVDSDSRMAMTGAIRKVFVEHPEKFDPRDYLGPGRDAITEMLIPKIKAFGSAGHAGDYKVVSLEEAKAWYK
#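 40 nM FBPA preincubated 10 min at RT with compound (up to 57.5 uM final), then substrate plus GAPDH/TPI/NAD/arsenate coupling and diaphorase/resazurin added. Fluorescence read after 20 min at RT, 525/598 nm.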
# HCV inh – qHTS Assay for Inhibitors of Hepatitis C Virus (HCV); Huh7.5.1 HCVcc-Cre infection, luciferase reporter, 44 h; Potency, µM (titrated, usually from 41.8 µM), inactives show top-dose activity change, negative = inhibition, usual class: inhibitors; 340,000 compounds, 3.4% hits; AID 651820, 2012; also: potency is read from the fitted curve at half-maximal effect; % is scaled to controls: 0 for no effect and ±100 for the full control effect
#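 1,000 cells/well; 4 h culture; + compound; + HCVcc-Cre (~0.5 moi); 44 h; luciferase substrate, RT 15 min; read 15 sec.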
# Shiga inhibitor – A qHTS for Small Molecule Inhibitors of Shiga Toxin. Vero cells, Shiga toxin protein synthesis inhibition reporter. inhibition, % at 38.7 µM. 290,000 compounds, 9.2% hits. AID 2315, 2010; in the data active = inhibition mostly above about 28%, no sharp cut-off; inactive = mostly below about 43%; also: 0% is about no effect
# Pf growth 48h – Primary qHTS for delayed death inhibitors of the malarial parasite plastid, 48 hour incubation. P. falciparum luciferase growth in erythrocytes, 48 h. Potency, µM (doses to about 28.7 µM), for inactives: at the top dose activity change, negative = inhibition, hits mostly inhibitors. 310,000 compounds, 5.9% hits. AID 504832, 2011; also: potency is read from the fitted curve at half-maximal effect; % is scaled to controls: 0 for no effect and ±100 for the full control effect
#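 Luciferase-expressing parasites in RBCs, 2% Hct / 0.1% parasitemia final; RPMI 1640 + 0.5% Albumax; 37 C, 5% CO2, one generation; luminescence read-out, lower signal = inhibition.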
# * = called active by the depositor; ? = inconclusive; / = no result given; [ ] = another dose, or the depositor's remark. Unless noted, calls follow the shape of the dose curve; as a rule, active = well fitted curve in the direction sought with a large enough effect; inconclusive = small, poorly fitted or top-dose-only effect, or another doubt; inactive = no such curve, though single readings can be large; an effect the other way counts as inactive or inconclusive. The order is random. About 24% of those tested had a hit in this group.
structure	Pf growth 96h	HCV inh	FBPA Giardia inh	Shiga inhibitor	CHX counter	Pf growth 48h
O=C(N/N=C1\CCS(=O)(=O)c2ccc(F)cc21)c1ccc(O)cc1	?	7%	7%	18	23	41%[activator]
CC(C)(C)NC(=S)/N=C(\N)N[N+](=O)[O-]	-32%[5.75 µM]	-15%	16µM*	-3	-3	?
CCN(CC(=O)Nc1ccc(Cl)c(S(=O)(=O)N(C)C)c1)Cc1nc2ccccc2c(=O)[nH]1	?	-19%	-22%	-7	-3	?
COc1ccc(Cn2c(C3CC3)nc3ccc(NC(=O)c4cccnc4)cc3c2=O)cc1	0%	?	1%	54*	22*	?
Cc1c(NC(=O)CCSc2ccc(Cl)cc2)c(=O)n(-c2ccccc2)n1C	-19%	-22%	12%	-19	0	/
C/C=C1\COC(C(=O)NCc2cccc(OC)c2OC)(C(F)(F)F)C=C1C=C1CCCCC1 (stereo not drawn)	/	?	-3%	-4	5	/
O=C1Nc2ccccc2N(O)N1c1ccc(S(=O)(=O)Nc2ccccn2)cc1	7%	35%[activator]	2%	-6	-3	473%[activator]
COc1cc(/C=C(\C#N)C(=O)Nc2nnc(C(F)(F)F)s2)ccc1OCc1ccc(C(F)(F)F)cc1C(F)(F)F	/	/	1%	13	-4	/
Cc1ccc(Cn2ccc(C3CC3)n2)cc1	102%[activator]	5%	2%	52	62*	117%[activator]
COc1cccc2cc(C(=O)C3=C(O)C(=O)N(c4cc(C)on4)C3c3cccs3)oc12 (stereo not drawn)	0%	-5%	?	26	9	5%
CC(=O)Nc1ccc(NC(=O)C(C)OC(=O)C2CC3C=CC2C3)cc1 (stereo not drawn)	?	32%[activator]	2%	-12	-8	-1%
COC1=C(Nc2ccc(OC)cc2)C(=O)c2ccccc2C1=O	?	3%	?	133*	52*	2.3µM*
O=c1[nH]c(SCC2CCCCO2)nc2ccccc12 (stereo not drawn)	5%	6%	-7%	81*	24*	10%
Cc1ccc(NC(=O)/C(=C/c2ccncc2)NC(=O)c2ccccc2)cc1	?	17%	5%	14	7	6%
CC1CCCN(C(=O)CSc2cnc3ccccc3n2)C1 (stereo not drawn)	101%[activator]	-14%	8%	111*	58*	/
CCOc1ccc(NC2=NC(C)(C)N=C(N)N2)cc1	?	-6%	-18%	-20	12	?
Cc1cc(=O)oc2c(C)c(OC(C)C(=O)Nc3ccc(N4CCC(C)CC4)cc3)ccc12 (stereo not drawn)	3.3µM*	?	9%	-12	-2	7.4µM*
Cc1ccc(N2C(=O)CC(C)CC2=O)cc1	38%[activator]	-6%	-8%	-12	1	7%
CCN1CCCC(OC(=O)c2cc(-c3ccccc3Cl)nc3ccccc23)C1 (stereo not drawn)	?	-29%	0%	-7	-1	?
O=C(Nc1ccc(Cl)cn1)c1ccc2nccnc2c1	-2%	-7%	/	132*	32*	129%[activator]
O=C(Cn1ccc(=O)[nH]c1=O)Nc1ccc(C(=O)O)c(O)c1	60%[activator]	-9%	-7%	21	3	-31%
C=CCOC(=O)/C(=C\c1ccccc1)NC(=O)c1ccc(C)cc1	-5%	-7%	10%	100*	36*	5%
COc1ccc(-n2cnc3cc(C(=O)NC4CCCC4)ccc32)cc1	14%	-23%	-2%	-11	-1	?
Cc1cc(NC(=O)c2ccc3c(c2)C(=O)N(Cc2ccccc2)C3=O)no1	150%[activator]	18%	5%	-17	-6	1%
Cc1ccc(CCNC(=O)C2CCC(=O)N2Cc2cccnc2)cc1 (stereo not drawn)	-14%	?	6%	1	1	-15%
CC(C)CN(C(=O)c1ccc(Br)o1)C1CCS(=O)(=O)C1 (stereo not drawn)	26%	?	/	/	/	4%
COc1ccc(NCc2nnc(SCC(=O)c3ccc(OC)cc3)o2)cc1	/	?	-21%	-6	-2	13%
Cc1nc2cc(N3CCOCC3)c(NC(=O)C3CC3)cc2c(=O)n1Cc1ccccc1	0%	16%	-14%	-9	-2	1%
COC(=O)/C=C/C(=O)Nc1ccc(O)c(Cl)c1	?	7%	-8%	-5	-2	-25%
Cc1ccc(C(=O)NC(=S)Nc2cccc3nsnc23)cc1	-17%	7%	?	-22	-2	?
CC(C)[C@H](NC(=O)N1c2ccccc2NC(=O)[C@@H]1C(C)C)C(=O)N[C@H](Cc1ccccc1)C(=O)O	-3%	11%	-6%	-4	2	-2%
O=C(COC(=O)c1ccc(O)cc1O)NC1CCS(=O)(=O)C1 (stereo not drawn)	-23%	14%	3%	-6	-1	-5%
Cc1ccc(-n2c(C)cc(C(=O)Cn3nc(C(=O)O)c4ccccc4c3=O)c2C)cc1	?	?	-3%	42*	19*	9%
O=C(Cn1nc(Cl)nc1Cl)c1cc2ccccc2oc1=O	?	9%	-2%	5	7	-11%
CC1(C)CC(=O)C2=C(C1)OC(/N=C/N1CCCC1)=C(C#N)C2c1ccccc1 (stereo not drawn)	?	25%	7%	-3	-1	?
CC(/C=N/NC(=O)c1cc(-c2cccnc2)nc2c1c(C)nn2-c1ccccc1)=C\c1ccccc1	2.9µM*	?	5%	-2	11	?
Cc1nc(SCC(=O)N(C)Cc2ccco2)c2c(C)c(C)sc2n1	1%[5.75 µM]	?	0%	16	14	?
O=C(CSc1nnc(CNC(=O)c2ccccc2F)o1)Nc1ccc2c(c1)OCCO2	46%[activator]	?	0%	17	5	-7%
Cc1ccc(N(CC(=O)NCCc2ccccc2)C(=O)CCC(=O)Nc2cc(C)ccn2)cc1	7%	7%	-1%	9	-3	-4%
Cc1ccccc1-c1nc(-c2ccc(NC(=O)c3cccs3)cc2)no1	23%	14µM*	4%	82*	46*	?
COc1ccccc1/C=C/C=C(\C#N)C(=O)NC(C)c1ccccc1 (stereo not drawn)	-28%	-11%	-1%	-2	11*	?
Cc1cc(C)c(C#N)c(N)n1	-13%	15%	2%	-16	-5	12%
CC1CCC2(CC1)NC(=O)N(CC(=O)N1CCN(S(=O)(=O)c3ccc4c(c3)CCC4)CC1)C2=O (stereo not drawn)	-23%	8%	/	/	/	-19%
c1nc(NC2CCCC2)c2[nH]cnc2n1	?	?	-10%	-9	-4	57%[activator]
Cc1ccc(C)c(N=C2CCCN2Cc2ccccc2)c1C#N	-23%	?	0%	10	4	?
O=S(=O)(Nc1ccc2nc(N3CCOCC3)sc2c1)c1ccc(Cl)cc1	20%	-14%	/	/	/	31%[activator]
COc1ccc2c(c1)c1nnc(SC)nc1n2C	43%[activator]	8%	0%	44	12	-8%
COc1ccc(NC(=O)Cn2nnc(C(=O)Nc3ccc(F)c(Cl)c3)c2N)cc1OC	?	?	3%	0	-3	16%
CCN1C(=O)C2CCCCN2c2ccc(C(=O)NCCOC)cc21 (stereo not drawn)	?	-11%	-3%	-7	1	-9%
CCN1CCC2(CCN(C(=O)c3cc(COc4cc(C)ccc4C)on3)C2)C1 (stereo not drawn)	-15%	?	/	3	10	?

# Reprinted from the part before: 2 compounds, then new ones.
structure	Pf growth 96h	HCV inh	FBPA Giardia inh	Shiga inhibitor	CHX counter	Pf growth 48h
CCN1C(=O)C2CCCCN2c2ccc(C(=O)NCCOC)cc21 (stereo not drawn)	?	-11%	-3%	-7	1	-9%
CCN1CCC2(CCN(C(=O)c3cc(COc4cc(C)ccc4C)on3)C2)C1 (stereo not drawn)	-15%	?	/	3	10	?
O=C(NCc1cccc(F)c1)C1CCC(=O)N(CCCN2CCOCC2)C1 (stereo not drawn)	?	10%	/	-15	-1	23%
CCOC(=O)c1cc(-c2ccc(Cl)s2)[nH]n1	?	-5%	-4%	16	11	146%[activator]
COc1ccc(C(C(=O)Nc2ccc(F)cc2)N(C(=O)Cn2nnc3ccccc32)C2CC2)cc1 (stereo not drawn)	?	?	1%	-2	-1	5.9µM*
COc1cc(S(=O)(=O)Nc2cccnc2)ccc1Cl	?	13%	17%	5	1	-7%
CCN(CC)S(=O)(=O)c1ccc(N2CCOCC2)c(NC(=O)c2cccc3ccccc23)c1	?	3%	0%	-5	-4	?
COc1ccc(N2CCN(C(=O)CN3C(=O)c4ccccc4S3(=O)=O)CC2)cc1	42%[activator]	27%	0%	-3	-2	-3%
CC(C)(C)c1o[nH]c(=O)c1CC(N)C(=O)O (stereo not drawn)	75%[activator]	-39%	-3%	/	/	27%
CCOC(=O)C1C2c3ccccc3O[C@@]1(C)N=C1SCC(=O)N12 (stereo partly drawn)	?	-11%	-13%	6	5	-5%
c1cn2cc(CSC3CCCCC3)nc2s1	/	?	-4%	95*	42*	141%[activator]
CN(C)c1ccc(/C=C/c2nc3ccccc3c(=O)n2-c2ccc(C(=O)O)cc2)cc1	?	-12%	4%	-4	-2	?
CCCn1c(SCC(=O)NC)nc2sc3c(c2c1=O)CCC3	?	6%	0%	4	-4	-2%

# Compounds shown so far with an aryl methoxy group:
structure	Pf growth 96h	HCV inh	FBPA Giardia inh	Shiga inhibitor	CHX counter	Pf growth 48h
COc1ccc(Cn2c(C3CC3)nc3ccc(NC(=O)c4cccnc4)cc3c2=O)cc1	0%	?	1%	54*	22*	?
C/C=C1\COC(C(=O)NCc2cccc(OC)c2OC)(C(F)(F)F)C=C1C=C1CCCCC1 (stereo not drawn)	/	?	-3%	-4	5	/
COc1cc(/C=C(\C#N)C(=O)Nc2nnc(C(F)(F)F)s2)ccc1OCc1ccc(C(F)(F)F)cc1C(F)(F)F	/	/	1%	13	-4	/
COc1cccc2cc(C(=O)C3=C(O)C(=O)N(c4cc(C)on4)C3c3cccs3)oc12 (stereo not drawn)	0%	-5%	?	26	9	5%
COC1=C(Nc2ccc(OC)cc2)C(=O)c2ccccc2C1=O	?	3%	?	133*	52*	2.3µM*
COc1ccc(-n2cnc3cc(C(=O)NC4CCCC4)ccc32)cc1	14%	-23%	-2%	-11	-1	?
COc1ccc(NCc2nnc(SCC(=O)c3ccc(OC)cc3)o2)cc1	/	?	-21%	-6	-2	13%
COc1ccccc1/C=C/C=C(\C#N)C(=O)NC(C)c1ccccc1 (stereo not drawn)	-28%	-11%	-1%	-2	11*	?
COc1ccc2c(c1)c1nnc(SC)nc1n2C	43%[activator]	8%	0%	44	12	-8%
COc1ccc(NC(=O)Cn2nnc(C(=O)Nc3ccc(F)c(Cl)c3)c2N)cc1OC	?	?	3%	0	-3	16%
COc1ccc(C(C(=O)Nc2ccc(F)cc2)N(C(=O)Cn2nnc3ccccc32)C2CC2)cc1 (stereo not drawn)	?	?	1%	-2	-1	5.9µM*
COc1cc(S(=O)(=O)Nc2cccnc2)ccc1Cl	?	13%	17%	5	1	-7%
COc1ccc(N2CCN(C(=O)CN3C(=O)c4ccccc4S3(=O)=O)CC2)cc1	42%[activator]	27%	0%	-3	-2	-3%

# Bioassay records as filed in PubChem BioAssay.
